Assay outcomes: PubChem, Broad Institute
LGR2 inh = blocks bursicon-induced cAMP signaling via Drosophila LGR2. inhibition, % at 9.99 µM. AID 720647. HEK293 LGR2, CRE-luciferase, bursicon-stimulated, 4 h. 380,000 tested, 0.35% active;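 active = drop in luminescence signal, shown as inhibition above about 50% in the replicate tests, limit read from the data, passing the limit was not always enough; inconclusive = probably only some replicates passing the limit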;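 note: agonist challenge used bursicon conditioned medium at about half maximal strength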
S100A4 MyoIIA = blocks human S100A4 binding to myosin IIA peptide; 360,000 tested, 0.14% active; inhibition, % at 10.7 µM; S100A4/TAMRA-MyoIIA peptide fluorescence polarization;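 active = mean inhibition of at least 70% across replicates, with every replicate also reaching that level; inconclusive = mean inhibition reaches 70% but some replicates fall short; inactive = mean inhibition below 70%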
Target sequence (P26447 whole entry, looked up): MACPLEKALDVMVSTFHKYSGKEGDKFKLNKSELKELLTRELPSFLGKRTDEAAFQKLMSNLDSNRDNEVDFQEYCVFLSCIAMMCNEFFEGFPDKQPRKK
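Test system: S100A4 monomer protein; Medium: HEPES pH 7.2 with CaCl2, KCl, NaCl, DTT, Triton; Probe or stimulus: TAMRA-labelled myosin IIA heavy-chain peptide probe, 5 nM; Doses: one dose per compound; Times: polarization read 5 min after assay mix addition, stable 5–60 min; Benchmarks: neutral control DMSO, positive control TFP.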
EWS-Fli inh = EWS/Fli transcriptional activity inhibition; A673 NR0B1-luciferase reporter, viability-normalised; inhibition, % at 12.6 µM; 350,000 tested, 0.67% active;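 active = mean inhibition of at least 50% after viability correction, with every replicate also passing that limit; inconclusive = mean reaches 50% but only one of two replicates passes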;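 note: firefly luciferase signal divided by Alamar Blue viability fluorescence both relative to DMSO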
PglD DTNB = PglD (C. jejuni) enzyme inhibition | purified PglD enzyme, DTNB colorimetric CoA detection | inhibition, % at 12.5 µM | 360,000 tested, 0.098% active; in the data active = inhibition above about 16%, passing the limit was not always enough; inconclusive = no clear call, values can overlap the other calls; note: strong numbers were not always called active
PGC1a acetyl inh = lowers PGC1a acetylation signal in U2OS cells | AlphaScreen anti-acetyl-lysine; with virally co-expressed GCN5 acetyltransferase | inhibition, % at 15.6 µM | 350,000 tested, 0.17% active | AID 651687;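 active = every replicate shows inhibition of at least 40%; inconclusive = mean inhibition at least 40% but some replicate below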;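 note: 0% = neutral control wells and 100% = positive control wells; some results beyond the cut were filed as inactive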
PAX8 inh HTS = PAX8 transcriptional activity inhibition | RMG-I TPO-luciferase reporter, SteadyGlo, 24 h | inhibition, % at 12.6 µM | 360,000 tested, 1.2% active | AID 652154;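 active = mean replicate inhibition at least 60% with every replicate also reaching 60%; inconclusive = only one of the two criteria is met; inactive = mean below 60% and not all replicates reaching 60%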;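 note: luciferase light reporting Pax8 driven TPO promoter activity; plate controls were median of neutral control wells for no effect and mitoxantrone controls for full effect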
ERAP1 HTS inh = blocks human ERAP1 aminopeptidase activity; Q9NZ08; recombinant ERAP1, Leu-AMC fluorescence, 60 min; inhibition, % at 10.7 µM; 340,000 tested, 0.15% active;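 active = mean replicate inhibition of at least 30%, or all replicates individually reaching that 30% level; inactive = mean below 30% and not every replicate reaching it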;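 note: 0% = neutral control wells and 100% = L-leucinethiol positive control wells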
Target sequence (Q9NZ08 whole entry, looked up): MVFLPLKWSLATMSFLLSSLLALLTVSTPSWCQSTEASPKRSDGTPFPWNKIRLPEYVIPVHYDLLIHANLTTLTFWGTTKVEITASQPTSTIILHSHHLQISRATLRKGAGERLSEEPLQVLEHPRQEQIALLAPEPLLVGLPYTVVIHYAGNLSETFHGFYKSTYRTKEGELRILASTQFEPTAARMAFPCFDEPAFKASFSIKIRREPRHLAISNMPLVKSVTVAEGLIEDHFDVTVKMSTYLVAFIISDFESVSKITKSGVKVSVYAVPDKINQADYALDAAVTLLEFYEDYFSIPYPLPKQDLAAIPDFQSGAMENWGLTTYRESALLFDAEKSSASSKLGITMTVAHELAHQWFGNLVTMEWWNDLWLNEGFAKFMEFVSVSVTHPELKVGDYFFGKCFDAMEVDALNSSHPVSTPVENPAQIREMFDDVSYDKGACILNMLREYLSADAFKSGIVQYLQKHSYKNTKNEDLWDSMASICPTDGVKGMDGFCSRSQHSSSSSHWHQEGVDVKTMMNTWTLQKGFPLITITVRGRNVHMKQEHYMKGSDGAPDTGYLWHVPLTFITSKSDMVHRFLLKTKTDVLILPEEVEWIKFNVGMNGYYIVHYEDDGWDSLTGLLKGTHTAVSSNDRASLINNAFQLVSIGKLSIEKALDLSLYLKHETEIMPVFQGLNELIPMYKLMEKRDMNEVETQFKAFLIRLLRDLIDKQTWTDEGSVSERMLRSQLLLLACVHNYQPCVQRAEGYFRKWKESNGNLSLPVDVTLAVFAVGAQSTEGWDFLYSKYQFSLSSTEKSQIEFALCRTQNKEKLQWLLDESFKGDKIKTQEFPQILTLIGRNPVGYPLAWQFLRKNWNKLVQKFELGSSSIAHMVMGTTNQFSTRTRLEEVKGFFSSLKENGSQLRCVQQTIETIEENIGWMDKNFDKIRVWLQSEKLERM
FN deposition inh = fibronectin deposition inhibition; AH1F fibroblasts, Alexa488-fibronectin deposition fluorescence, overnight; inhibition, % at 12.6 µM; 350,000 tested, 0.086% active;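 active = mean inhibition across replicates of 30% or more, regardless of how many single replicates reach that level; inconclusive = mean under 30% yet at least half of replicates reach 30%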;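 note: positive control wells lacked labelled fibronectin entirely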
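Material: AH1F fibroblast monolayer depositing Alexa488-labelled fibronectin into matrix | Input: 10000 AH1F cells/well | Medium: DMEM plus 2% serum, read in PBS | Reagent: Alexa488-fibronectin, 24 nM final in well | Compound dosing: One dose per compound, pinned | Schedule: 1 h adhesion, overnight exposure | Measured by: Fluorescence at 485 nm excitation, 525 nm emission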
The depositor's hits bear a star; u = inconclusive; x = no result given; & = joins results of further samples.

SMILES	LGR2 inh	S100A4 MyoIIA	EWS-Fli inh	PglD DTNB	PGC1a acetyl inh	PAX8 inh HTS	ERAP1 HTS inh	FN deposition inh
C[C@H]1CCCCO[C@H](CN(C)C(=O)Nc2ccc(F)cc2)[C@@H](C)CN([C@@H](C)CO)C(=O)c2cc(NC(=O)Nc3ccc(C(F)(F)F)cc3)ccc2O1	16	-2	4	-5	0	84*	-4	x
C[C@H](O)C#Cc1ccc2c(c1)O[C@H](CN(C)C)[C@@H](C)CN([C@@H](C)CO)S2(=O)=O	-8	10	2	-1	-1	-6	2	5
Cc1ccc(OCC(=O)NCCCNC(=O)c2ccco2)cc1C	-7	-4	-5	1	x	4	5	-2
CCN(C[C@H]1[C@H](c2ccc(-c3ccccc3)cc2)[C@H](CO)N1C(C)=O)C(C)=O	8	17	-7	-1	0	25	1	x
CCCCc1nc(S(=O)(=O)c2ccc(Cl)cc2)c(N2CCOCC2)o1	x	x	x	1	29	7	x	1
CC1CCCC(C)N1C(=O)COC(=O)c1ccc(Br)c(S(=O)(=O)N2CCOCC2)c1 (stereo not given)	-20	3	3	3	-6	5	0	-1
O=C(O)CSc1c2c(nc3cc(C(=O)NCCN4CCOCC4)ccc13)CCC2	9	5	8	x	x	17	-2	-1
COc1ccc(/C=C2/C(=O)ON=C2c2ccccc2)cc1OC	x	x	x	-7	-6	4	x	0
Cc1cccc(NC(=O)CSCC(=O)NNC(=O)c2ccoc2C)c1	-2	1	-13	-3	-1	x	1	12
C[C@@H]1CN([C@@H](C)CO)C(=O)Cc2cc(NC(=O)Cc3cn(C)c4ccccc34)ccc2O[C@H]1CN(C)Cc1ccc(C(F)(F)F)cc1	9	-2	17	2	-8	71*	0	-7
CSCC[C@H](NC(=O)N1CCn2c1nc1ccccc12)C(=O)NCc1ccccc1	-4	2	4	4	-8	14	2	-13
O=C(CSc1ncn[nH]1)OCN1C(=O)c2ccccc2C1=O	x	x	x	4	0	8	x	-6
Cc1noc(C)c1S(=O)(=O)N(C)C[C@H]1OCc2cn(nn2)CCCC(=O)N([C@H](C)CO)C[C@@H]1C	-5	-5&-1	6&-2	10&7	0	5&-15	-2&-3	4&8
CC(CCc1ccccc1)NC(=O)CN1CCN(c2ccccc2)CC1 (stereo not given)	5	-2	-8	-8	x	6	3	-6
CCOC(=O)C1CCN(C(=O)CN2C(=O)NC(C)(c3ccc4cc(OC)ccc4c3)C2=O)CC1 (stereo not given)	2	1	6	0	0	2	1	8
C/C=C/c1ccccc1[C@@H]1[C@@H](C#N)N(C(=O)NC2CCCCC2)[C@H]1CO	-3	-2	-1	x	-9	x	-2	-10
CCN1C[C@@H]2[C@@H]3C(=O)N(Cc4ccccc4)C(=O)[C@@H]3[C@](CC)(C(=O)OC)N2C1=NC1CCCCC1	-3	2	-2	1	-5	2	3	5
COc1ccc(S(=O)(=O)Nc2ccc3c(c2)C(=O)N([C@@H](C)CO)C[C@H](C)[C@@H](CN(C)C(=O)NC2CCCCC2)OCCCC[C@@H](C)O3)cc1	13	-1	16	1	-21	-1	2	-10
Cc1cc(C)c(C(=O)Cn2cnc3cc([N+](=O)[O-])ccc3c2=O)cc1C	0	0	-15	4	0	2	2	4
C[C@H](CO)N1C[C@H](C)[C@@H](CN(C)Cc2ccc(-c3ccccc3)cc2)Oc2ccc(NC(=O)Nc3ccc(C(F)(F)F)cc3)cc2C1=O	32	-9	2	1	-18	x	0	x

Three of the entries above in order of the PglD DTNB value, rising.
SMILES	LGR2 inh	S100A4 MyoIIA	PglD DTNB	PGC1a acetyl inh	ERAP1 HTS inh
CC(CCc1ccccc1)NC(=O)CN1CCN(c2ccccc2)CC1 (stereo not given)	5	-2	-8	x	3
COc1ccc(S(=O)(=O)Nc2ccc3c(c2)C(=O)N([C@@H](C)CO)C[C@H](C)[C@@H](CN(C)C(=O)NC2CCCCC2)OCCCC[C@@H](C)O3)cc1	13	-1	1	-21	2
Cc1cc(C)c(C(=O)Cn2cnc3cc([N+](=O)[O-])ccc3c2=O)cc1C	0	0	4	0	2

Additional results follow:
SMILES	LGR2 inh	S100A4 MyoIIA	EWS-Fli inh	PglD DTNB	PGC1a acetyl inh	PAX8 inh HTS	ERAP1 HTS inh	FN deposition inh
O=C(Cc1c(O)c2ccccc2oc1=O)c1ccc(C(F)(F)F)cc1	-10	-3	-2	-3	-4	-16	0	-1
O=C(NCc1ccco1)c1cc(C(=O)C2CC2)c[nH]1	x	x	x	-1	10	12	x	-10
CC(=O)Nc1ccc(SC[C@H](Cc2ccccc2)N2CC[C@@H](C(C)(C)C)CCC2=O)cc1	x	-2	4	3	-14	30	3	-6
COc1cccc(CC2(CO)CCN(C(=O)NCCc3ccccc3)CC2)c1	-2	0	-7	x	14	-2	1	-2
CN(C)CC(=O)N[C@@H]1CC[C@@H](CCNC(=O)Nc2ccc(Cl)cc2)O[C@@H]1CO	-12	3	-8	-1	-3	-25	-3	4
CCn1c(Cc2ccccc2)nnc1SCC(=O)NC1CCCC1	2	-3	-9	4	x	8	x	4
COC(=O)C(Cc1ccccc1)NS(=O)(=O)c1ccccc1Br (stereo not given)	-9	x	-8	3	x	-16	x	-6
CC1=C(C(=O)Nc2ccccc2C(F)(F)F)C(c2ccc(C)s2)NC(=S)N1 (stereo not given)	8	-4	11	x	2	1	0	x
Cc1c2cn[nH]c(=O)c2c(C)n1-c1ccccc1	14	2	-16	0	6	-16	1	2
C=C(C)CSc1cc(C)nc2c(-c3ccccc3)c(C)nn12	-21	9	12	-1	4	25	-1	0
COc1ccc(NC(=O)N(C)C[C@@H]2OCCCC[C@@H](C)Oc3ccc(NS(=O)(=O)c4ccc(C)cc4)cc3C(=O)N([C@H](C)CO)C[C@@H]2C)cc1	-5	3	5	-5	1	-6	3	-6
COCC(=O)Nc1ccc2c(c1)C(=O)N(C)C[C@@H](OC)[C@@H](C)CN(CC1CC1)[C@H](C)CO2	8	-4	3	-2	0	8	-2	-9
COc1ccc(Nc2cc(C(=O)NC3CCCC3)c3ccccc3n2)c(OC)c1	6	-6	x	-2	0	5	0	0
Cc1c(NC(=O)c2cc3ccccc3c(=O)s2)c(=O)n(-c2ccccc2)n1C	-17	-3	-13	-3	26	-20	x	2
OC[C@H]1[C@@H](c2ccccc2)C2(CN(Cc3ccccc3)C2)N1Cc1ccncc1	9	6	x	x	x	x	-2	-4
O=C(CCN1CCCCC1)NCC[C@H]1CC[C@@H](NC(=O)c2ccc(F)cc2)[C@@H](CO)O1	8	1	11	0	11	-16	-1	-15
COc1ccc(S(=O)(=O)NNC(=O)Cc2csc(C)n2)cc1[N+](=O)[O-]	-5	-1	0	-1	0	-14	-1	-5
COCC(=O)N1CC2(C1)CN(Cc1cccc(F)c1)[C@@H](CO)c1c2c2ccc(OC)cc2n1C	-8	2	3	x	14	x	2	-2
C[C@H]1CN([C@@H](C)CO)C(=O)c2cc(NC(=O)c3ccncc3)ccc2O[C@H]1CN(C)S(=O)(=O)c1ccccc1	-3	28	4	1	2	-10	1	x
N=c1oc2cc(O)ccc2cc1C(=O)Nc1ccc(Br)cc1	-85	6	-69	-1	x	-158	-5	3
CC(C)CCNC(=O)CC1C(=O)N(Cc2ccccc2)C(C)c2nc3ccccc3n21 (stereo not given)	x	x	x	0	5	10	x	-3
COc1cccc(-c2cnc3c(NC(C)=O)cc(-c4cccc(NC(C)=O)c4)cn23)c1	7	-16	1	0	-14	22	1	-1
CSc1ccccc1C(=O)N1CCc2ccc(NC(=O)c3ccccn3)cc2C1	7	14	-33	-5	10	-101	3	-4
COc1ccccc1-c1cnc2c(c1)C(=O)N([C@H](C)CO)C[C@H](C)[C@H](CN(C)CC1CCCC1)O2	27	4	-1	2	0	9	2	-2
O=C(NNC(=S)NC1CC2CCC1C2)c1ccc(Cl)cc1 (stereo not given)	-60	-2	8	x	3	-29	8	4
C[C@@H]1CN([C@@H](C)CO)C(=O)Cc2cc(NC(=O)C3CC3)ccc2O[C@H]1CN(C)Cc1ccc(C(=O)Nc2ccccc2N)cc1	10	-2	44	-2	4	28	2	x
CC(C)n1cnc2c(Nc3cccc(Cl)c3)nc(NCCCO)nc21	-13	-1	-14	2	-19	13	-4	-7
COc1cccc(-c2cccc(NC(=O)C3CCN(Cc4nccs4)CC3)c2)c1	14	-1	5	-7	-2	18	1	15
O=C(CN1CCSCC1)N/N=C/c1ccc(F)cc1	-41	0	0	0	2	x	-2	x
O=C(C1COc2ccccc2O1)N1CCN(c2ccccc2F)CC1 (stereo not given)	-9	x	x	0	12	x	x	3
CCOc1ccc(-c2c(C(=O)N/N=C/c3ccoc3)nnn2-c2nonc2N)cc1	-2	1	-8	-7	3	-8	1	3
CCCSc1nc(=O)n2cccc(C)c2n1	-20	x	x	-4	-4	x	x	7
COc1ccc([C@H]2C=C3CN(C(=O)OC(C)(C)C)S(=O)(=O)[C@H]3C[C@H]2OC(=O)c2cccs2)cc1	-1	-1	-1	x	x	7	9	-8
O=C(CN1CCc2cc3c(cc2C1)OCCCO3)Nc1ccc(F)cc1	-7	4	4	0	-8	22	-1	-6
CC(C)NC(=O)N1C[C@@H]2[C@H](c3ccccc31)[C@H](CO)N2C(=O)c1cccnc1	0	-5	-3	3	2	-3	1	x
C[C@@H]1CN([C@H](C)CO)C(=O)Cc2cc(NC(=O)Nc3ccc(F)cc3)ccc2O[C@H]1CN(C)CC1CC1	26	-20	-5	-2	-5	-7	3	x
CN(C)c1ccc(C(=O)NNC(=O)C23CC4CC(CC(C4)C2)C3)cc1	-19	2	-38	3	x	-38	-1	4
COC(=O)c1ccccc1NC(=O)CN(c1ccc(OC)cc1)S(C)(=O)=O	x	x	x	-3	-5	4	x	-5
Cc1ccc(-c2nc(CS(=O)(=O)CC(=O)N3CCCCCC3)c(C)o2)cc1	x	-8	11	1	x	31	10	4
C[C@H]1CCCCO[C@H](CN(C)C(=O)Nc2ccc(C(F)(F)F)cc2)[C@@H](C)CN([C@@H](C)CO)C(=O)c2cc(NC(=O)c3ccccc3)ccc2O1	-3	27	-7	0	x	33	-3	2
CC/C=C/C(=O)N1CC2(CC(c3cccc(NC(=O)CC)c3)=NO2)C[C@H]1C(N)=O (stereo not given in full)	5	1	-10	-3	6	6	-2	-1
O=C1c2ccccc2C(=O)N1CCn1c(=O)oc2ccccc21	-3	-1	8	1	-6	x	1	x
COc1cc(/C=C2\CC(C(C)(C)C)C/C(=C\c3cc(OC)c(OC)c(OC)c3)C2=O)cc(OC)c1OC (stereo not given)	42	-7	82*	-4	u	8	-5	7
CCN1C/C(=C/c2sccc2C)c2nc3ccccc3c(C(=O)O)c2C1	3	-2	3	-6	0	25	x	-9
C[C@H](CO)N1C[C@H](C)[C@@H](CN(C)C)Oc2ccc(NC(=O)C3CC3)cc2C1=O	-6	-2	x	-3	-2	1	-2	-5
Cc1noc(C)c1S(=O)(=O)N(C)C[C@@H]1OCCCC[C@@H](C)Oc2ccc(NS(=O)(=O)c3cccs3)cc2C(=O)N([C@H](C)CO)C[C@@H]1C	-4	-3	-5	3	-3	-14	-7	x
CCCCc1cc(=O)oc2c(CN(C)C)c(O)c(Cl)cc12	-7	x	x	-3	7	x	x	0
CCOc1ncccc1C(=O)NCc1ccc(C)cc1	-26	-14	-14	2	6	-12	-2	7
CC(=O)c1sc(NC(=O)C(C)Oc2ccc3c(C)cc(=O)oc3c2)nc1C (stereo not given)	-12	-3	-2	4	2	7	-2	x
